TSHR antag – human thyrotropin receptor antagonism. 330,000 compounds, 0.2% hits. AID 504810. TSHR-expressing cells, TSH-stimulated cAMP HTRF, 2 h; stronger effect = lower value. P16473. activity change, negative = inhibition, % at 11.5 µM;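 active means activity change below a set negative limit, meaning inhibition stronger than a set level, cut at about -70% in these data; inconclusive means activity change between two set negative limits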; further: on the % scale 0 is the no-effect control and ±100 the full control effect
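Cell-based HTRF cAMP assay; TSHR cells + compound, TSH EC80 (4nM final), 2 h, 37 deg C. Lysis with anti-cAMP cryptate and cAMP-d2, 30 min RT, read 665/620 nm.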
Mito fusion yeast – inhibitors of mitochondrial division or activators of mitochondrial fusion. Potency, µM (doses to about 46.1 µM), inactives show at the highest dose growth rescue (activation), most hits filed as activators. S. cerevisiae fusion-defective mutant growth rescue, CellTiterGlo 48 h. 320,000 compounds, 0.23% hits;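 further: potency means the concentration at half of the fitted maximal effect; % of control where 0% means no effect; nearly all actives have a fitted effect of over 45% in size; temperature-sensitive fusion mutants such as fzo1-1 at 37 °C on non-fermentable ethanol glycerol medium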
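Yeast fusion mutant, YPEG (non-fermentable carbon), compound, 48 h at 37C non-permissive; CellTiterGlo added, 10 min RT, luminescence read. Rescued growth = division inhibition.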
TRPV1 agonist – agonists of human vanilloid receptor 1 (TRPV1) | TRPV1-expressing cells, Fluo-8 calcium influx, agonist mode | activation, % at 8.33 µM | 320,000 compounds, 0.19% hits | AID 540275; in the data active means activation above about 80%; inconclusive means between about 30% and that limit; further: 0% is about no effect
Target sequence (Q8NER1 whole entry, looked up): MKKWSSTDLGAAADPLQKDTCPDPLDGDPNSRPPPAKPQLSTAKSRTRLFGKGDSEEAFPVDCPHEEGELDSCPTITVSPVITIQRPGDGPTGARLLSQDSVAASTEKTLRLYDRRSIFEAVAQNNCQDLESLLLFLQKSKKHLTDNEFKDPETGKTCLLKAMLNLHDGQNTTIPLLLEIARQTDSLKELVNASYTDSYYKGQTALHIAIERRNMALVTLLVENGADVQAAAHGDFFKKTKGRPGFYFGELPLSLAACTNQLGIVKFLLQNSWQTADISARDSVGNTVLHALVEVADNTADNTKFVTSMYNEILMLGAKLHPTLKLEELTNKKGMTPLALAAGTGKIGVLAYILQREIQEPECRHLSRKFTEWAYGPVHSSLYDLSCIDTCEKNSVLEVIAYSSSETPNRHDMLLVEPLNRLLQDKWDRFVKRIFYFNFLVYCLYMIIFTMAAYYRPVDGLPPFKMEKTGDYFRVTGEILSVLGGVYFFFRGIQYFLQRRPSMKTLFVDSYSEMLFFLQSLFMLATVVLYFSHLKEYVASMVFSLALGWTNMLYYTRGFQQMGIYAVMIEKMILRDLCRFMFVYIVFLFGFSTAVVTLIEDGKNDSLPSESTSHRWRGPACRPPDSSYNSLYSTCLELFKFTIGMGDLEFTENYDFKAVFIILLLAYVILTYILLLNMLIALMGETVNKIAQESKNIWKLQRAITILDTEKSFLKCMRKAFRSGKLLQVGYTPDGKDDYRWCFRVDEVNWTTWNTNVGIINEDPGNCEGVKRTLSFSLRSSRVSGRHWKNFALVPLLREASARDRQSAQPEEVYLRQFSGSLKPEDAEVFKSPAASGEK
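TRPV1-expressing cells were cultured overnight at 35.5C and loaded with Fluo-8 calcium dye for 40 to 90 min at room temperature. After a 10 s baseline, compound was added and calcium influx was read kinetically for 3 min (ex 480/em 520 nm).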
A-T KAP1 phos – potential ataxia-telangiectasia treatments restoring KAP-1 phosphorylation; […] A-T fibroblasts, KAP-1 phosphorylation AlphaLISA; neocarzinostatin DNA damage 30 min before lysis; Potency, µM (doses to about 57.5 µM), without a hit: at the highest dose activation, most hits filed as activators; 320,000 compounds, 0.19% hits; further: potency means the concentration at half of the fitted maximal effect; % of control where 0% means no effect; nearly all actives have a fitted effect of over 45% in size
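hTERT-immortalized A-T patient fibroblasts ([…]), 500 cells/well in OPTI-MEM, 1% FBS, got compounds for 60 min, then NCS for 30 min at 37C. Lysates were then assayed for phospho-KAP-1 by AlphaLISA (anti-pKAP1 donor, anti-KAP1 acceptor beads), 6 hr at 25C.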
Eya2 phos inh – blocks the phosphatase activity of human Eya2 | recombinant Eya2, OMFP fluorescence dephosphorylation (OMFP is methylfluorescein phosphate) | Potency, µM (top dose mostly 76.9 µM), without a hit: top-dose activity, negative = inhibition, usual class: inhibitors | 330,000 compounds, 0.006% hits; further: potency means the concentration at half of the fitted maximal effect; on the % scale 0 is the no-effect control and ±100 the full control effect
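Eya2 (0.2 uM) preincubated 10 min at ambient with compound, then OMFP substrate added at 50 uM; 10 min reaction in 50 mM HEPES pH 7.5, 50 mM NaCl, 5 uM MgCl2, 0.05% BSA, 1 mM DTT. Fluorescence read at Ex 485/Em 525 nm.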
KCNH2 3.1 block – inhibitors of human KCNH2 3.1 potassium channel isoform | U2OS KCNH2 3.1, thallium flux FluxOr; stronger effect = lower value | activity change, % (tested at about 1.8 µM) | 340,000 compounds, 0.95% hits;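 active means maximum activity change below -70%; inconclusive means maximum activity change from -70% to -50%; inactive means maximum activity change above -50%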;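 further: thallium influx rate constant from kinetic fluorescence after stimulation buffer; on the % scale 0 is the no-effect control and ±100 the full control effect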
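Kinetic fluorescence (2 min after stimulation buffer) measures Tl+ influx through KCNH2 3.1 expressed by viral transduction in U2OS cells; the rate constant is normalized against DMSO controls serving as positive and negative references.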
TCR activator – activators of T cell receptors | primary human leukocytes, anti-CD3, IL-2 HTRF, 48 h | Potency, µM (highest dose often 9.22 µM), for inactives: at the top dose activation of IL-2 secretion, actives largely listed as activators | 330,000 tested, under 10 active; further: % of control where 0% means no effect
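Primary human leukocytes incubated 48 hr with anti-CD3 beads plus compound, without co-stimulation. Secreted IL-2 measured by HTRF (europium cryptate/d2 anti-IL-2 pair, 320 nm excitation, 665 nm emission).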
USP2a inh – USP2a (human) protease inhibition; Potency, µM (top dose mostly 38.3 µM), for the others: at the highest dose activity change, negative = inhibition, usual class: inhibitors; O75604; AID 463254; USP2 core, Ub-CHOP2 coupled fluorogenic reporter, 485/531; 330,000 compounds, 0.01% hits;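 further: potency means the concentration at half of the fitted maximal effect; plate controls were DMSO wells for no effect and full inhibition by NEM control for full effect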
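USP2 core (10nM final) preincubated 30min RT with compound in 20mM Tris-HCl pH 8.0, 2mM CaCl2, 2mM beta-mercaptoethanol, 0.05% CHAPS; 25nM Ub-CHOP2 plus 25nM reporter substrate added, fluorescence (Ex485/Em531) read after 60min.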
ELG1 DNA repair – inhibitors of ELG1-dependent DNA repair in HEK293T cells; 330,000 compounds, 2.3% hits; Potency, µM (highest dose often 46.1 µM), for the others: at the highest dose activity change, negative = inhibition, most hits filed as inhibitors; HEK293T ELG1-luciferase reporter, luminescence, 16 h; DNA damage induced by 5-fluorouridine; AID 504467; further: potency means the concentration at half of the fitted maximal effect; on the % scale 0 is the no-effect control and ±100 the full control effect; nearly all actives have a fitted effect of over 55% in size
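Overnight (16 hr) co-exposure of 2,000 cells/well to 5-fluorouridine and compound at 37 °C preceded detection. Luciferase was quantified via ONE-Glo luminescence; loss of signal denotes inhibition.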
hERG WT inh – blocks the wildtype human KCNH2 potassium channel; U2OS, BacMam KCNH2, thallium flux FluxOr; stronger effect = lower value; 340,000 compounds, 0.37% hits; activity change, % at 1.84 µM; AID 720551; Q12809;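 active means maximum activity change below -70%; inconclusive means maximum activity change between -70% and -50%; inactive means maximum activity change above -50%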; further: on the % scale 0 is the no-effect control and ±100 the full control effect
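U2OS cells were transduced with wild-type KCNH2 virus (2.03 x 10^8 / mL) for 4 h at room temperature, then cultured overnight at 37 C. Thallium flux was read with FluxOr dye. Rate constants were normalized to DMSO controls.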
* = called active by the depositor; i = inactive; ? = inconclusive; . = no result given; [ ] = remark or other dose. Unless noted, the call rests on the fitted dose curve; in most records, active means well fitted curve in the direction sought with a large enough effect; inconclusive means small, poorly fitted or top-dose-only effect, or another doubt; inactive means no such curve, though single readings can be large; an effect the other way counts as inactive or inconclusive.

nr	smiles	TSHR antag	Mito fusion yeast	TRPV1 agonist	A-T KAP1 phos	Eya2 phos inh
1	CN(C(=O)COC(=O)C1CCN(S(=O)(=O)c2c(Cl)cccc2Cl)CC1)c1ccccc1	1	17%	1	11%	22%
2	O=C(c1ccc(Br)o1)N1CCN=C1SCc1cccnc1	-5	-2%	-1	-5%	12%
3	COc1ccc(C)cc1Nc1nc(N)c2cc(OC)c(OC)cc2n1	-10	-6%	-4	-3%	9%
4	CC1CCCCN1C(=O)CSc1nc2c(c(=O)n(C)c(=O)n2C)n1C (stereo not drawn)	4	-1%	5	-1%	6%
5	O=C(Nc1ccc([N+](=O)[O-])cc1)c1cccc(S(=O)(=O)Nc2cccnc2)c1	-5	-8%	2	1%	5%
6	O=C(N=Nc1c(O)[nH]c2ccccc12)c1ccccc1NS(=O)(=O)c1cccs1	-8	-2%	-6	-1%	0%
7	CN(C(=O)c1ccc2c(c1)OCO2)C1(C)CCS(=O)(=O)C1 (stereo not drawn)	11	-1%	2	3%	4%
8	COc1ccc(C(C)=O)c(Oc2ccc(S(=O)(=O)N3CCOCC3)cn2)c1	39	-8%	-3	5%	-10%

nr	KCNH2 3.1 block	TCR activator	USP2a inh	ELG1 DNA repair	hERG WT inh
1	-26	0%	-4%	-10%	-1
2	-6	3%	0%	-18%	2
3	5	7%	4%	5%	-7
4	-3	11%	-1%	12%	3
5	-9	-3%	-2%	?	-3
6	9	7%[46.1 µM]	-4%	-2%	3
7	8	-1%	2%	6%	-13
8	1	-4%	-2%	-10%	-11

Later entries.
nr	smiles	TSHR antag	Mito fusion yeast	TRPV1 agonist	A-T KAP1 phos	Eya2 phos inh
9	Cc1noc(C)c1C(=O)N1CCCC(C(=O)c2cccc(C(F)(F)F)c2)C1 (stereo not drawn)	4	0%	-3	-3%	-6%
10	CC(=O)c1cccc(NC(=O)NC2CC(=O)N(c3ccc4c(c3)OCCO4)C2)c1 (stereo not drawn)	-7	-11%	1	3%	5%
11	CCOC(=O)c1c(N2CCCCC2)c2ccccc2[nH]c1=O	20	9%	-5	1%	20%
12	CC(C)(C)c1ccccc1OCCCCN1CCCC1	-7	-5%	13	.	-20%
13	COc1cc(C(=O)Nc2nccs2)ccc1OCc1c(C)noc1C	0	-2%	7	.	-9%
14	CC(C(=O)Nc1cc([N+](=O)[O-])ccc1Cl)N1CCN(c2ccccc2)CC1 (stereo not drawn)	-1	-1%	-1	4%	5%
15	CCc1ccc(NC(=O)COC(=O)c2nc3nc(C)cc(C)n3n2)cc1	-6	4%	-3	-5%	5%
16	CC(=O)c1cccc(NC(=O)CCn2c(=O)oc3ccccc32)c1	5	-7%	0	1%	0%

nr	KCNH2 3.1 block	TCR activator	USP2a inh	ELG1 DNA repair	hERG WT inh
9	-23	-5%	2%	4%	3
10	-3	-8%	4%	?	14
11	-8	-6%	-1%	?	14
12	6	-1%	-1%	-24%	9
13	-5	.	-1%	?	7
14	-9	-1%[46.1 µM]	4%	15%	i
15	8	-1%	3%	9%	-12
16	-4	-6%	1%	3%	-4

New compounds follow:
nr	smiles	TSHR antag	Mito fusion yeast	TRPV1 agonist	A-T KAP1 phos	Eya2 phos inh
17	Cc1c(/C=N/NC(=O)c2cc(=O)[nH]c(=O)[nH]2)c2ccccn2c1C(=O)c1ccccc1	-7	5%	-2	3%	4%
18	O=C(Nc1ccon1)c1cccc(Cl)c1	-2	-5%	-1	-3%	23%
19	COc1ccccc1CCNC(=O)CN1C(=O)NC2(CCCC2)C1=O	-4	-3%	1	0%	3%
20	CC(=O)c1cccc(NC(=O)CC2CCCC2)c1	-3	-3%	26	2%	4%
21	COc1ccc(S(=O)(=O)N(C)CC(=O)N2CCCC2)cc1OC	31	3%	1	25%	22%
22	Cc1c(C#N)c2ncn(Cc3ccccn3)c(=O)c2n1-c1ccccc1	2	-1%	0	-8%	-2%
23	CCCc1nnc(NC(=O)CCC(=O)NC2CC2)s1	5	0%	-1	2%	-12%
24	O=C1C(c2ccc(F)cc2)N(Cc2ccc3c(c2)OCO3)C(=O)CN1C1CCCCCC1 (stereo not drawn)	3	3%	30	0%	15%

nr	KCNH2 3.1 block	TCR activator	USP2a inh	ELG1 DNA repair	hERG WT inh
17	-3	-2%	-1%	-2%	-22
18	-5	3%	0%	26%	-10
19	1	5%	1%	?	28
20	3	0%	8%	?	-5
21	14	.	2%	-2%	3
22	-1	5%	0%	2%	-19
23	23	3%	2%	0%	31
24	-2	.	8%	-12%	-3

Continuation:
nr	smiles	TSHR antag	Mito fusion yeast	TRPV1 agonist	A-T KAP1 phos	Eya2 phos inh
25	CCOc1ccc(Oc2ccc(S(=O)(=O)N3CCOCC3)cc2N)cc1	2	3%	2	10%	7%
26	COc1cc(C2C(C(=O)OCCC#N)=C(C)NC3=C2S(=O)(=O)c2ccccc23)cc(OC)c1OC (stereo not drawn)	15	0%	1	0%	?
27	CC(=O)NCc1nnc2c3ccccc3c(-c3ccccc3)nn12	6	-6%	-6	4%	-12%
28	O=C(/C=C/c1ccc(F)cc1)N1CCN(c2ccccn2)CC1	7	10%	?	-2%	5%
29	COC(=O)c1ccc(OC(=O)CCc2cc(OC)c(OC)c(OC)c2)cc1	-17	-4%	-1	0%	-7%
30	CCOC(=O)CC(NCc1ccc(OC)c(OCC)c1)c1ccc(C)cc1 (stereo not drawn)	-11	-29%	3	5%	-14%
31	Cc1cc(OCCn2cc(/C(N)=N/O)c3ccccc32)ccc1Cl	16	0%	.	-4%	-26%
32	Cc1nc(SCC(=O)N2CC(=O)Nc3ccccc32)c2c(C)c(C)sc2n1	1	-2%	-9	5%	16%

nr	KCNH2 3.1 block	TCR activator	USP2a inh	ELG1 DNA repair	hERG WT inh
25	18	0%	3%	9.2µM*	-2
26	-6	7%	0%	6%	-1
27	10	.	1%	?	-11
28	-14	9%[46.1 µM]	-1%	?	23
29	23	-4%	-2%	-9%	0
30	5	-7%	1%	-16%	8
31	1	.	-1%	9%	-17
32	-15	-2%	2%	-24%	18

(next part)
nr	smiles	TSHR antag	Mito fusion yeast	TRPV1 agonist	A-T KAP1 phos	Eya2 phos inh
33	CC(NC(=O)Cc1ccccc1F)c1ccc(F)cc1 (stereo not drawn)	10	0%	29	0%	10%
34	O=c1c2ccccc2nc2c3ccccc3c(NCc3cccnc3)nn12	-13	6%	3	1%	2%
35	CC(C)CCn1c(=O)c2ccccc2c2ccccc2c1=O	-12	7%	27	10%	-26%
36	O=C(Nc1nnc(C2=COCCO2)o1)c1ccc(Cl)cc1	2	14%	1	3%	6%
37	Cc1cc(NC(=O)c2ccc3c(c2)C(=O)N(C)C3=O)no1	12	-1%	-2	-5%	3%
38	CC(C)C(=O)Nc1nnc(CCN2CCOCC2)s1	6	-1%	-2	.	-3%
39	CC(=O)N(C)c1ccc(NC(=S)Nc2ccc(C(C)C)cc2)cc1	-12	-7%	-5	-4%	5%
40	C/C(=N\NC(=O)c1ccco1)c1cc(Cl)sc1Cl	-17	4%	18	11%	7%
41	CCC(C)NC(=O)C(Cc1ccccc1)NS(=O)(=O)c1ccc2c(c1)oc(=O)n2C (stereo not drawn)	-5	0%	0	0%	-5%

nr	KCNH2 3.1 block	TCR activator	USP2a inh	ELG1 DNA repair	hERG WT inh
33	13	0%	0%	10%	5
34	5	2%	0%	?	22
35	.	1%	0%	1%	-3
36	.	2%[46.1 µM]	0%	13%	2
37	-2	.	10%	-5%	-3
38	5	-1%	5%	1%	3
39	6	7%	3%	?	-4
40	6	-6%	-1%	?	-7
41	6	2%	7%	?	5

An excerpt from above in order of their number in Mito fusion yeast, descending:
| no. | SMILES | TSHR antag | Mito fusion yeast | TRPV1 agonist | Eya2 phos inh | TCR activator | USP2a inh |
| --- | --- | --- | --- | --- | --- | --- | --- |
| 34 | O=c1c2ccccc2nc2c3ccccc3c(NCc3cccnc3)nn12 | -13 | 6% | 3 | 2% | 2% | 0% |
| 41 | CCC(C)NC(=O)C(Cc1ccccc1)NS(=O)(=O)c1ccc2c(c1)oc(=O)n2C (stereo not drawn) | -5 | 0% | 0 | -5% | 2% | 7% |
| 37 | Cc1cc(NC(=O)c2ccc3c(c2)C(=O)N(C)C3=O)no1 | 12 | -1% | -2 | 3% | . | 10% |

High-throughput results as filed in PubChem.

This is a subset; the hit share may differ from the screen's.
